FLuc inhib CS: Photinus pyralis luciferase inhibition counter-screen. P08659. ATPLite firefly luciferase biochemical luminescence, 10 min. inhibition, % at 10 µM. hit rate 1.5% among 200,000. AID 1006;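 active means inhibition above about 50% when tested at 10 µM, limit read from the data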
Target sequence (P08659 whole entry, looked up): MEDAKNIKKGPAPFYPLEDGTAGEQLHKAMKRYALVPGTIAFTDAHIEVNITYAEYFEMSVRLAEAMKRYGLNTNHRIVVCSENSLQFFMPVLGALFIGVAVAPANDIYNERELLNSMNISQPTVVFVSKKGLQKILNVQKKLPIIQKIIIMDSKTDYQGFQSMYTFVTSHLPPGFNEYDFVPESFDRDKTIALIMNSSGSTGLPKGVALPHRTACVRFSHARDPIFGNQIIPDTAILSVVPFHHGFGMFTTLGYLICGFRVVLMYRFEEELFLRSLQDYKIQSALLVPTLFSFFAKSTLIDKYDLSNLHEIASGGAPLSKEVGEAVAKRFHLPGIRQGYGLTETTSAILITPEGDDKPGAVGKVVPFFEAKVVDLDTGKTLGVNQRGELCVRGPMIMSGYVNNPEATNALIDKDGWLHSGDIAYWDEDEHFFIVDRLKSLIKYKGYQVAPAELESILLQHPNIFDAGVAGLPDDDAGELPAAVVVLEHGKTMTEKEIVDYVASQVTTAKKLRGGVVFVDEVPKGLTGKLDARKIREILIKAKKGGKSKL
APP 5'UTR act: activates APP 5'UTR luciferase reporter; hit rate 1% among 190,000; SH-SY5Y APP 5'UTR luciferase reporter, luminescence; zero percent = DMSO vehicle wells; AID 1276; activation, % at 2 µM;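 active means activation above a set limit, based on mean plus 3 SD of controls, cut at about 140% in these data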; further: values of inactives mirror those of a sister screen read the other way
FLuc act counter: firefly luciferase counter-screen for stimulation assays. ATPlite luciferase biochemical, luminescence, 10 min; 0 = ATP-free wells, 1 = DMSO control. 200,000 tested, under 10 active. activation factor at 10 µM. P08659. AID 1027;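 active means luciferase activation factor, scaled between plate controls, of at least 2 with compound at 10 µM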
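Assay system – cell-free luciferase reagent · Medium – PBS-based ATP solution · Dosing – test compounds dosed from 2 mM stocks in 100% DMSO · Timing – 10 min, room temperature · Technique – light output (luminescence) · Measure – luminescence gain marking luciferase activators · Controls – No-ATP low control, compound-free enzyme-plus-ATP high control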
STAT3 inh: reduces IL-6 driven STAT3 reporter signal | U3A cells, IL-6 STAT3-luciferase reporter, luminescence; host cell line lacks STAT1 | inhibition, % at 5.5 µM | hit rate 0.89% among 190,000 | AID 862;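 active means inhibition above the mean inhibition across all screened compounds plus 3 SD, cut at about 44% in these data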;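 further: 0% = DMSO only wells and 100% = 100 µM nifuroxazide control wells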
STAT1 act: activators of IFN-gamma induced STAT1 signaling; hit rate 2.6% among 200,000; NIH 3T3 STAT1-luciferase reporter, luminescence; 100% = IFN-gamma alone, no compound; activation (% of control), % at 5.5 µM;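 active means activation above the screen-wide mean activation plus 3 SD, cut at about 130% in these data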;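 further: raw ratio to IFN-gamma control signal so 100% means no change and 0% no light; values of inactives mirror those of a sister screen read the other way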
ROMK mod: modulators of human ROMK potassium channel; AID 1918; P48048; B-score at 10 µM; hit rate 2% among 130,000; Tet-inducible ROMK, thallium flux fluorescence; actives lie on both sides;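 active means signal ratio slope over the read window, or its plate-corrected B-score, at least 3 SD from the plate mean, either direction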;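 further: B-score of the F/F0 ratio slope over 7 to 12 s after thallium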
Target sequence (P48048 whole entry, looked up): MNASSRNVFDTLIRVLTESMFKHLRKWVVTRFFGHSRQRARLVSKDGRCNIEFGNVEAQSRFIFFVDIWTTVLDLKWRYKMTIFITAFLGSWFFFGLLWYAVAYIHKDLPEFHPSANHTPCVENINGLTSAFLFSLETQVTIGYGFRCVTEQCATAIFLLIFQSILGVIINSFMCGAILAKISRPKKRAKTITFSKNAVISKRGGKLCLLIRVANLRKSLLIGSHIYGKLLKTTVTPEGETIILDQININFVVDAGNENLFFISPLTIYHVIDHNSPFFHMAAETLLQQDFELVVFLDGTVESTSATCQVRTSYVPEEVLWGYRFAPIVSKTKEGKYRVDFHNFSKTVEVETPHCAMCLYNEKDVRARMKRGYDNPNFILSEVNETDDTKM
STAT1 inh: STAT1 signaling inhibition | inhibition, % at 5.5 µM | NIH 3T3 STAT1-luciferase reporter, IFN-gamma, luminescence | hit rate 0.35% among 200,000;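 active means inhibition above a set limit, the mean inhibition across all tested compounds plus 3 SD, cut at about 34% in these data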;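 further: 0% = IFN-gamma with DMSO and 100% = IFN-gamma with 300 µM nifuroxazide; values of inactives mirror those of a sister screen read the other way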
APP 5UTR inh: APP translation inhibition | hit rate 0.82% among 190,000 | inhibition, % at 2 µM | SH-SY5Y APP 5'UTR-luciferase reporter, luminescence;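 active means inhibition above a set limit, derived from the sample mean plus 3 SD, cut at about 45% in these data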; further: values of inactives mirror those of a sister screen read the other way
STAT3 activator: activators of IL-6 induced STAT3 signaling. hit rate 0.91% among 190,000. U3A cells, IL-6 STAT3-luciferase reporter, luminescence; 100% = signal with IL-6 EC80 alone. activation (% of control), % at 5.6 µM;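 active means activation above the screen-wide mean of compound activation plus 3 SD, cut at about 130% in these data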;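 further: 0% = background luminescence of wells with medium and substrate only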
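Material: human STAT1-deficient U3A cells with stable STAT3-luciferase reporter / Probe or stimulus: IL-6 stimulus at 33 ng/mL final / Schedule: 1 h compound pre-exposure, 6 h IL-6 stimulation, 37 °C / Technique: luminescence / Read-out basis: percent of IL-6-only median luminescence / Control set: IL-6-only high control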
NF-kB expr up: compounds increasing NF-kB expression in human neuronal cells; NF-kB reporter expression; stronger effect = higher value; fold change at 12.5 µM; hit rate 1.6% among 190,000; in the data active means fold change above about 3.3
* marks the source's active call; other numbers are inactive results; nt = not tested or not shown.

1	Cc1cccc(C2c3[nH]c4ccccc4c3CCN2C(=O)c2ccc(=O)[nH]c2)n1 (stereo unspecified)
2	CC(=O)c1ccc(OC(=O)C(CCS(C)(=O)=O)N2C(=O)c3ccccc3C2=O)cc1 (stereo unspecified)
3	COCc1cc(C)nc(SCC(=O)Nc2cccc(C)c2)c1C#N
4	Cc1cc2cc(C)c(SCC(=O)NCc3ccco3)nc2cc1C
5	CN(C)/C(=N\S(=O)(=O)c1ccccc1)c1ccc([N+](=O)[O-])cc1
assay / compound,1,2,3,4,5
FLuc inhib CS,1,-1,-3,-4,-6
APP 5'UTR act,-12,10,2,5,nt
FLuc act counter,1,1,1,1,1.1
STAT3 inh,-41,-5,2,2,-1
STAT1 act,104,107,92,96,106
ROMK mod,0.2,nt,0.5,nt,0.0034
STAT1 inh,-7,-8,8,2,-6
APP 5UTR inh,12,-10,-2,-5,nt
STAT3 activator,143*,105,98,101,101
NF-kB expr up,0.79,1.1,1.1,0.7,1

6	O=[N+]([O-])c1ccc(N2CCCCCC2)c(S(=O)(=O)N2CCCCC2)c1
7	CCOC(=O)C1=C(N)n2c(s/c(=C/c3ccccc3)c2=O)=C(C(=O)OCC)C1c1ccccc1 (stereo unspecified)
8	CCn1c(SCC(=O)NCc2ccco2)nnc1C(C)C
9	COc1cccc(NC(=O)CN(C)CC(=O)Nc2ccc3c(c2)CCC3)c1
10	N#CC1=C(N)Oc2cc(N)ccc2C1c1ccsc1 (stereo unspecified)
assay / compound,6,7,8,9,10
FLuc inhib CS,-5,-2,30,-6,-2
APP 5'UTR act,-4,-14,-10,9,-4
FLuc act counter,1.1,1,0.7,1.1,1
STAT3 inh,-7,-4,-2,2,1
STAT1 act,100,103,107,102,106
ROMK mod,nt,nt,0.05,-1.7,nt
STAT1 inh,0,-3,-8,-2,-7
APP 5UTR inh,4,14,10,-9,4
STAT3 activator,106,108,105,102,101
NF-kB expr up,1,1.1,1.2,1.1,1.3

One compound at a time, from the list above. Order of values: FLuc inhib CS | APP 5'UTR act | FLuc act counter | STAT3 inh | STAT1 act | ROMK mod | STAT1 inh | APP 5UTR inh | STAT3 activator | NF-kB expr up
`CCOC(=O)C1=C(N)n2c(s/c(=C/c3ccccc3)c2=O)=C(C(=O)OCC)C1c1ccccc1` (stereo unspecified) across the screens: -2 | -14 | 1 | -4 | 103 | nt | -3 | 14 | 108 | 1.1
`Cc1cc2cc(C)c(SCC(=O)NCc3ccco3)nc2cc1C` across the screens: -4 | 5 | 1 | 2 | 96 | nt | 2 | -5 | 101 | 0.7
`CN(C)/C(=N\S(=O)(=O)c1ccccc1)c1ccc([N+](=O)[O-])cc1` across the screens: -6 | nt | 1.1 | -1 | 106 | 0.0034 | -6 | nt | 101 | 1
`O=[N+]([O-])c1ccc(N2CCCCCC2)c(S(=O)(=O)N2CCCCC2)c1` across the screens: -5 | -4 | 1.1 | -7 | 100 | nt | 0 | 4 | 106 | 1
`N#CC1=C(N)Oc2cc(N)ccc2C1c1ccsc1` (stereo unspecified) across the screens: -2 | -4 | 1 | 1 | 106 | nt | -7 | 4 | 101 | 1.3

The list continues.
11	CCOc1ccc(C2/C(=C(\O)c3cccc(OC)c3)C(=O)C(=O)N2c2cc(C)on2)cc1OC (stereo unspecified)
12	COc1ccc(-n2nnnc2SCc2nc(N)nc(N3CCOCC3)n2)cc1
13	CCCCC(=O)Nc1ccc2c(c1)C(=O)NC2=O
14	CS/C(=C/[N+](=O)[O-])Nc1cccc2c1C(C)CC2(C)C (stereo unspecified)
15	O=c1c(Cc2c(F)cccc2Cl)c(O)ccn1Cc1ccc(F)cc1
assay / compound,11,12,13,14,15
FLuc inhib CS,-4,-9,-2,0,-6
APP 5'UTR act,-9,14,7,20,-20
FLuc act counter,1,1.1,1,1,1.1
STAT3 inh,-2,0,12,0,4
STAT1 act,103,99,102,95,104
ROMK mod,0.33,nt,nt,-0.8,-0.008
STAT1 inh,-2,1,-2,5,-7
APP 5UTR inh,9,-14,-7,-20,20
STAT3 activator,105,102,97,103,101
NF-kB expr up,1.1,0.91,1.4,1,1.1

16	CCS(=O)(=O)Nc1ccc2[nH]c(=O)[nH]c2c1
17	COc1cc2c(cc1OC)C(c1ccc3c(c1)OCO3)C1=C(CC(C)(C)CC1=O)N2 (stereo unspecified)
18	O=S(=O)(Nc1ccc(-c2csc(-c3ccccc3)n2)cc1)c1ccc(F)cc1
19	Cc1ccc2nc(COc3ccc(N(C)S(=O)(=O)c4ccccc4)cc3)cc(=O)n2c1
20	c1ccc(-c2nnc(CSc3nnc(-c4cccs4)o3)o2)cc1
assay / compound,16,17,18,19,20
FLuc inhib CS,-2,-2,-4,-4,nt
APP 5'UTR act,9,-3,-4,-18,8
FLuc act counter,1,1,1,1,nt
STAT3 inh,2,10,18,6,4
STAT1 act,107,95,98,94,110
ROMK mod,1.2,-0.74,nt,0.65,-0.79
STAT1 inh,-9,6,4,7,-11
APP 5UTR inh,-9,3,4,18,-8
STAT3 activator,102,95,91,95,100
NF-kB expr up,1.2,0.82,0.99,1.1,1.2

21	CCOC(=O)C1(CC2CCCCO2)CCN(C(=O)Nc2ccc(SC)cc2)CC1 (stereo unspecified)
22	COc1ccccc1OCCSc1nc(N)cc(N)n1
23	CN(C)/C=C1/Oc2c(ccc3ccccc23)C1=O
24	O=C(CN1CCC(C(O)(c2ccccc2)c2ccccc2)CC1)Nc1cc(Cl)ccc1Cl
25	CC1(C)C2CCC1(C)C1(C2)NC(=O)c2ccccc2O1 (stereo unspecified)
assay / compound,21,22,23,24,25
FLuc inhib CS,-4,4,13,0,-2
APP 5'UTR act,-19,21,1,4,3
FLuc act counter,1,1,0.9,1,1
STAT3 inh,11,-1,22,-8,9
STAT1 act,109,110,109,99,103
ROMK mod,-0.013,nt,-0.25,0.022,-0.66
STAT1 inh,-11,-11,-10,1,-3
APP 5UTR inh,19,-21,-1,-4,-2
STAT3 activator,94,100,84,114,96
NF-kB expr up,1.2,1.4,1.6,1.1,1.3

26	CC1CCCC(C(=O)O)N1C(=O)CCSC(=O)c1ccccc1 (stereo unspecified)
27	Cc1ccc2cc(CN(CC3CCCO3)S(=O)(=O)c3ccccc3)c3nnnn3c2c1 (stereo unspecified)
28	CN1CCN(NC(=O)c2cc(-c3cccc(Cl)c3)nc3ccccc23)CC1
29	COC(=O)NNC(=O)COc1ccccc1C
30	O=C(O)CCC(NC(=O)OCc1ccccc1)C(=O)O (stereo unspecified)
assay / compound,26,27,28,29,30
FLuc inhib CS,-6,-2,-8,-4,-5
APP 5'UTR act,16,6,-20,-11,15
FLuc act counter,1.1,1,1.1,1,1.1
STAT3 inh,2,4,-4,6,9
STAT1 act,99,95,102,101,104
ROMK mod,-0.013,nt,nt,1,nt
STAT1 inh,1,5,-3,-1,-5
APP 5UTR inh,-16,-6,20,10,-15
STAT3 activator,102,100,105,93,101
NF-kB expr up,1.1,0.9,1,1,1.1

31	O=C(O)COc1ccccc1/C=N/Nc1ccc(S(=O)(=O)N2CCOCC2)cc1[N+](=O)[O-]
32	Cc1cc(OC(=O)c2ccc(Cl)cc2)cc(=O)n1C
33	Cn1cc(CNCCN2CCCCC2=O)c(-c2cccc(Cl)c2)n1
34	COc1ccc(C(=O)NNC(=O)CCn2nnc(-c3ccc(C)cc3)n2)cc1OC
35	CCOc1ccc(NC(=O)CN2CCN(CC(=O)c3ccc(OC)c(OC)c3)CC2)cc1
assay / compound,31,32,33,34,35
FLuc inhib CS,-2,-1,-5,2,-2
APP 5'UTR act,2,-3,18,11,5
FLuc act counter,1,1,1.1,1,1
STAT3 inh,10,15,-6,2,6
STAT1 act,105,96,99,102,104
ROMK mod,-0.097,nt,-0.41,0.19,-0.083
STAT1 inh,-7,4,1,-3,-3
APP 5UTR inh,-2,3,-18,-11,-5
STAT3 activator,94,92,110,99,99
NF-kB expr up,0.97,1.4,1.1,1.2,0.93

36	COc1ccc(NC2=C(C(C)=O)C(c3ccc(OC)cc3)C(C(C)=O)C(C)(O)C2)cc1 (stereo unspecified)
37	CN1CCC(N(C)C(=O)CNC(=O)c2ccc(C(C)(C)C)cc2)CC1
38	Cc1ccc(-n2c(SCC(=O)OC(C)C)nnc2-c2cnccn2)cc1
39	CSCCC(NC(=O)C1CCC(C)CC1)C(=O)N1CCN(c2ccccn2)CC1 (stereo unspecified)
40	CCn1nc(C(=O)OCc2c(C)noc2C)c2ccccc2c1=O
assay / compound,36,37,38,39,40
FLuc inhib CS,-6,2,-11,0,-1
APP 5'UTR act,4,-9,8,0,16
FLuc act counter,1.1,1,1.1,1,1
STAT3 inh,7,0,4,-1,18
STAT1 act,88,104,104,99,91
ROMK mod,0.42,0.55,0.7,-0.23,0.063
STAT1 inh,14,-3,-4,2,10
APP 5UTR inh,-4,9,-8,0,-16
STAT3 activator,95,104,101,104,87
NF-kB expr up,1.1,1.3,1,0.94,1.1

41	COc1ccc2ccccc2c1CNC(=O)CC1C(=O)NCCN1CC(C)C (stereo unspecified)
42	CNC(=S)Nc1ccc([N+](=O)[O-])cc1C
43	COc1ccc(N(C(=O)c2ccco2)C(C(=O)NC2CCCC2)c2cccs2)cc1 (stereo unspecified)
44	CCOC(=O)Cc1csc(NC(=O)c2sc3nc4cc(C)ccc4cc3c2N)n1
45	CC1Cc2ccccc2N1CC(=O)Nc1ccc(N2CCOCC2)cc1 (stereo unspecified)
assay / compound,41,42,43,44,45
FLuc inhib CS,-1,0,-7,2,-5
APP 5'UTR act,8,21,-3,11,-3
FLuc act counter,1,1,1.1,1,1.1
STAT3 inh,-16,10,-8,-36,3
STAT1 act,99,105,100,93,101
ROMK mod,-1.5,0.52,-1.7,0.12,0.38
STAT1 inh,-1,-9,-2,8,0
APP 5UTR inh,-8,-21,3,-12,3
STAT3 activator,119,96,111,131,98
NF-kB expr up,0.98,0.98,0.91,1.2,1.1

46	Nc1nnc(SCC(=O)OCC(=O)c2ccccc2)s1
47	COc1cc(OC)cc(C(=O)Nc2ccc3c(c2)COC3=O)c1
48	Cc1cc2ncn(-c3nnnn3-c3ccccc3)c2cc1C
49	Cc1cccc(NC(=O)NC(=S)NC(=O)c2ccccc2)c1
assay / compound,46,47,48,49
FLuc inhib CS,-2,7,-8,13
APP 5'UTR act,2,7,9,-5
FLuc act counter,1,0.9,1.1,0.9
STAT3 inh,-3,0,17,18
STAT1 act,102,112,103,102
ROMK mod,-0.12,nt,nt,nt
STAT1 inh,0,-14,-3,-2
APP 5UTR inh,-2,-7,-9,4
STAT3 activator,107,103,93,87
NF-kB expr up,1.1,0.97,0.92,1.8
